Assay outcomes: PubChem, several laboratories
RGS4-Gao reg: modulators of RGS4 binding to Galphao, primary screen, biochemical, multiplexed bead flow cytometry | Guanine nucleotide-binding protein G(o) subunit alpha (Homo sapiens), P09471 | actives lie on both sides | binding response (% of control), % at 10 µM | 0.33% of 220,000 active; in the data active means binding response below about 49% or above about 150%; inactive means in between;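 further: fluorescent Galphao activated with aluminum fluoride binding bead-coupled RGS4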
RGS8-Gao: RGS8-Galphao binding modulators, primary screen, biochemical, multiplexed bead flow cytometry; Guanine nucleotide-binding protein G(o) subunit alpha (Homo sapiens), P09471; actives lie on both sides; response (percent of control binding), % at 10 µM; 0.34% of 220,000 active; in the data active means response below about 60% or above about 140%; inactive means in between;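 further: Galphao activated as the GDP aluminium fluoride complex binding bead-coupled RGS8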
Bcl-B Bim block: inhibitors of Bim-Bcl-B binding, primary screen, biochemical, multiplexed, human Bcl-2 family. bead-based flow cytometry, Bim peptide-Bcl-B binding. 0.073% of 190,000 active. inhibition, % at 10 µM. Bcl-2-like protein 10 (Homo sapiens), Q9HD36;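 further: 0% = tracer peptide without compound and 100% = reference inhibitor peptide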
Mcl1-Bid inh: Mcl-1/Bid binding inhibitors, primary screen, biochemical, TR-FRET, 1536-well; Induced myeloid leukemia cell differentiation protein Mcl-1 (Homo sapiens), Q07820; TR-FRET Mcl-1/Bid-Dy647 peptide binding; inhibition, % at 21.7 µM; 0.97% of 220,000 active;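 active means compounds that cut the binding signal by more than half at the single screening dose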;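 further: His-tagged Mcl-1 with europium anti-His antibody binding Bid BH3 peptide; 0% = Mcl-1 plus peptide wells and 100% = peptide-only wells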
Target sequence (Q07820 whole entry, looked up): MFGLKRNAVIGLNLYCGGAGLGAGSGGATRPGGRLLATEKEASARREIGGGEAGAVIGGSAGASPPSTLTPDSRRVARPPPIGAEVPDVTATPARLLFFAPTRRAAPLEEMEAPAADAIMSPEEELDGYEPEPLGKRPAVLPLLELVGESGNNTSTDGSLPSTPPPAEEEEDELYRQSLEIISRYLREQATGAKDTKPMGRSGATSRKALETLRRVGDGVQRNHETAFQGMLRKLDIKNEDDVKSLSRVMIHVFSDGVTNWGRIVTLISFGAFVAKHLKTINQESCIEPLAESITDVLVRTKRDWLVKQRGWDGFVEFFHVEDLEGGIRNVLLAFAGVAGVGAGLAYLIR
Bcl-2 Bim block: inhibitors of Bim-Bcl-2 binding, primary screen, biochemical, multiplexed, human Bcl-2 family; 0.06% of 190,000 active; Apoptosis regulator Bcl-2 (Homo sapiens), P10415; Bead-based flow cytometry, Bim peptide-Bcl-2 binding; inhibition, % at 10 µM; in the data active means inhibition above about 40%; inconclusive means no clear call, values can overlap the other calls;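 further: 0% = no compound wells with probe peptide and 100% = reference peptide inhibitor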
Target sequence (P10415 whole entry, looked up): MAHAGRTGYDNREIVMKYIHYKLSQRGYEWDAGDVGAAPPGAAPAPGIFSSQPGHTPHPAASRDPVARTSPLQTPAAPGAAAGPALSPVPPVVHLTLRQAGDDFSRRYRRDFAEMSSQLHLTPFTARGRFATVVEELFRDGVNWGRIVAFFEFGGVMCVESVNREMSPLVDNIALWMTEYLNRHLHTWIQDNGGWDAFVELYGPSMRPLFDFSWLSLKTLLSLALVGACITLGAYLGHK
Bcl-W Bim block: inhibitors of Bim binding to Bcl-W, primary screen, biochemical, multiplexed, bead-based flow cytometry; Bcl-2-like protein 2 (Homo sapiens), Q92843; Bim peptide-Bcl-W binding; inhibition, % at 10 µM; 0.02% of 190,000 active;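 further: 0% = bound tracer without compound and 100% = peptide blocker; higher means less fluorescent Bim peptide bound to Bcl-W beads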
Target sequence (Q92843 whole entry, looked up): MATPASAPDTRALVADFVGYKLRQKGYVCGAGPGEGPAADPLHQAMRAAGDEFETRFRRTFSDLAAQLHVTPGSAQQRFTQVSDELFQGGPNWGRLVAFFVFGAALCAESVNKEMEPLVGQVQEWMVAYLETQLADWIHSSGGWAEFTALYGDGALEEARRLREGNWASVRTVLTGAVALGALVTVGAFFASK
Bim-Mcl-1: inhibitors of Bim peptide binding to Mcl-1, primary screen, biochemical, bead-based flow cytometry, multiplex | Bim peptide-Mcl-1 binding | inhibition, % at 10 µM | 0.1% of 190,000 active | AID 1009, 2008;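 further: 0% = no compound tracer wells and 100% = peptide blocker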
GSH fluor: compound fluorescence on glutathione beads, profiling panel, artefact control, biophysical, 488/530 nm, flow cytometry; 0.25% of 190,000 active; GSH beads flow cytometry, compound fluorescence 488/530 nm; hits give high values; AID 1776, 2009; fluorescence (KMESF) at 10 µM; in the data active means fluorescence above about 89;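 further: glutathione beads carrying GST-tagged Bcl family fusion proteins plus one bare bead set; values are compound well signal with DMSO vehicle wells as background; inactives centre near 16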
Bcl-XL Bim block: inhibitors of Bim-Bcl-XL binding, primary screen, biochemical, multiplexed, bead flow cytometry, human Bcl-XL; Bcl-2-like protein 1 (Homo sapiens), Q07817; Bim peptide-Bcl-XL binding, fluorescence; inhibition, % at 10 µM; 0.04% of 190,000 active; AID 1007, 2008
Target sequence (Q07817 whole entry, looked up): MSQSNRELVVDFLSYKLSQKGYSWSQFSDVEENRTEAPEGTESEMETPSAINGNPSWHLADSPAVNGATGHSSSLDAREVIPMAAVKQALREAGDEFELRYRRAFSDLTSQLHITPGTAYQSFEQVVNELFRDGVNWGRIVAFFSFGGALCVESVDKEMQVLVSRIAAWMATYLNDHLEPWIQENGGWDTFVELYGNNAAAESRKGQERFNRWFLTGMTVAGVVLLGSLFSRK
Bim-Bfl-1: inhibitors of Bim binding to Bfl-1, primary screen, biochemical, multiplexed, bead-based flow cytometry; AID 1008, 2008; inhibition, % at 10 µM; 0.12% of 190,000 active; Bcl-2-related protein A1 (Homo sapiens), Q16548; Bim-Bfl-1 binding inhibition;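 further: 0% = wells without compound plus tracer and 100% = blocker peptide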
RGS7-Gao: RGS7-Galphao binding modulators, primary screen, biochemical, multiplexed bead flow cytometry | actives lie on both sides | binding response (% of control), % at 10 µM | 0.35% of 220,000 active; in the data active means binding response below about 49% or above about 150%; inconclusive means no clear call, values can overlap the other calls; inactive means in between;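 further: fluorescent Galphao held in activated GDP-AlF4 state binding bead-coupled RGS7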
* marks the source's active call; other numbers are inactive results; ? = inconclusive; / = not tested or not shown. Unless noted, no stated cut-off is given here; in the data, active means inhibition above about 40%. No enrichment for hits; about 1.8% have a hit in one of these screens.

Screens in order – RGS4-Gao reg	Bcl-XL Bim block	GSH fluor	RGS8-Gao	Bim-Mcl-1	Bim-Bfl-1	Bcl-W Bim block	Mcl1-Bid inh	RGS7-Gao	Bcl-2 Bim block	Bcl-B Bim block
CCCNC(=O)CSc1nc2ccc(OCC)cc2s1
  101	-3	25	103	0	-2	0	5	100	1	-6
CCOc1ccc(NC(=O)CC2C(=O)N(c3ccc(OC)cc3)C(=O)N2CCc2cccs2)cc1 (stereo not drawn)
  107	8	8	108	4	12	6	-3	111	12	4
O=C(N/N=C/c1ccc[nH]1)c1cccc([N+](=O)[O-])c1
  98	-2	16	100	-3	-14	-2	-57	93	-10	-8
COC(=O)C1=C(N)Oc2cc(C)n(Cc3ccccc3)c(=O)c2C1c1ccccc1 (stereo not drawn)
  104	-6	33	101	-4	-20	1	-8	101	-14	-9
O=C(Cc1cccs1)Nc1cccc(C(=O)Nc2ccco2)c1
  100	-7	33	102	-4	-12	0	6	99	-10	-7
COc1ccc(NC(=O)c2ccc(OC(F)F)cc2)cc1Cl
  95	0	6	103	-2	1	0	-27	99	-1	-3
CCOc1ccc2nc(NCCCNS(=O)(=O)c3ccc(F)cc3)c(C#N)cc2c1
  101	-9	18	100	-4	-2	-4	1	105	-11	-16
CCN(CC)C(=O)C(C(=O)c1cccc([N+](=O)[O-])c1)n1cc(Cl)ccc1=O (stereo not drawn)
  97	0	19	98	0	-5	0	-7	94	0	1
O=S(=O)(c1ccc(-c2ccccc2)cc1)N1CCOCC1
  99	-17	33	100	-7	-17	-3	-6	100	-13	-14
CC(C)CN1CCN(Cc2ccc(CN3CCCCC3)s2)CC1CCO (stereo not drawn)
  94	-3	10	97	-2	-8	-6	-26	90	-3	-3
Cc1ccc(-n2ncc3c(=O)n(CC(=O)N4CCN(c5ccccc5)CC4)cnc32)cc1
  101	-2	18	105	0	-3	-1	-17	106	0	4
COc1cc(NC(=O)COC(=O)CNC(=O)c2cc(C)cc(C)c2)c(C)cc1[N+](=O)[O-]
  99	0	23	102	2	0	2	-5	99	0	1
C/C(=N\Nc1ccc(C(F)(F)F)cc1[N+](=O)[O-])C(C)C
  98	-1	6	98	-1	0	-2	-9	102	1	-4
O=C(NCC1CCCO1)NC12CC3CC(CC(C3)C1)C2 (stereo not drawn)
  105	-3	6	104	2	-4	3	-24	103	-2	-3
COc1ccc(C(C#N)N2CCCCC2)cc1OC (stereo not drawn)
  105	0	23	116	0	1	-1	-6	100	-1	0
CCOCCCN1C(=O)CN(C2CCCCCC2)C(=O)C1c1ccc(OC)cc1 (stereo not drawn)
  114	-2	24	106	-1	0	-1	-15	110	0	0
NS(=O)(=O)c1ccc(N2C(=O)C3CC=CCC3C2=O)cc1 (stereo not drawn)
  97	2	14	98	0	2	1	-12	92	3	-4
Cc1ccc(C)c(S(=O)(=O)N2CCN(CC(=O)Nc3sccc3C#N)CC2)c1
  105	-4	14	104	0	-12	-2	-33	106	-29	-7
CC1CC(C)CN(CCCNC(=O)COc2cc(=O)n(C)c3ccccc23)C1 (stereo not drawn)
  97	-4	24	100	-4	-1	-2	-6	99	0	-5
CCOc1ccccc1CNC(=O)c1cn(C)c(=O)c2c1c1ccccc1n2C
  103	-1	24	103	-1	-3	-1	-2	104	-1	-3
COc1ccc(CCNC(=O)COC(=O)/C=C/c2cccs2)cc1
  75	-6	13	103	-1	-6	-3	11	83	-5	-8
CN(C)S(=O)(=O)c1cccc(NC(=O)COC(=O)/C=C/c2ccc3c(c2)OCO3)c1
  102	-2	15	101	0	-1	0	5	?	-2	-4
CC1(C)C(c2ccccc2)=NC(c2ccc(F)cc2)N1O (stereo not drawn)
  101	-2	5	100	-2	-3	-2	0	101	-1	-2
Cc1ccccc1CS(=O)(=O)c1ccc(C(=O)N2CCC(C)CC2)cc1[N+](=O)[O-]
  103	-2	15	103	-1	-6	-1	-7	103	-3	-5
O=C(COc1ccc([N+](=O)[O-])cc1)Nc1cc(C(=O)O)cc(C(=O)O)c1
  93	0	20	95	0	-5	0	-27	103	-5	-3
CCOC(=O)N1CCC(Nc2ncnc3c2cnn3-c2ccccc2)CC1
  102	/	27	101	/	/	/	-6	100	?	/
CN(/N=C/c1cccnc1)C1=NS(=O)(=O)c2ccccc21
  99	30	10	101	10	-8	17	-49	98	0	8
CCN(CC)C(=O)Nc1c(C)n(C)n(-c2ccccc2)c1=O
  100	-1	18	103	-3	0	0	-25	98	7	-1
Cc1ccc(/C=C/c2ccc(=O)n(Cc3ccccc3Cl)n2)cc1
  100	1	31	101	-2	-13	0	-26	101	-9	-8
COc1ccc(OC)c(C2C3=C(CCCC3=O)Nc3c2c(=O)n(C)c(=O)n3C)c1 (stereo not drawn)
  101	5	4	101	-2	-1	6	-22	100	1	-2

An excerpt from above in order of the Mcl1-Bid inh value, rising.
SMILES,RGS4-Gao reg,Bcl-XL Bim block,GSH fluor,RGS8-Gao,Bim-Mcl-1,Bim-Bfl-1,Bcl-W Bim block,Mcl1-Bid inh,RGS7-Gao,Bcl-B Bim block
O=C(N/N=C/c1ccc[nH]1)c1cccc([N+](=O)[O-])c1,98,-2,16,100,-3,-14,-2,-57,93,-8
COc1ccc(NC(=O)c2ccc(OC(F)F)cc2)cc1Cl,95,0,6,103,-2,1,0,-27,99,-3
COc1ccc(CCNC(=O)COC(=O)/C=C/c2cccs2)cc1,75,-6,13,103,-1,-6,-3,11,83,-8

(cont.)
Screens in order – RGS4-Gao reg	Bcl-XL Bim block	GSH fluor	RGS8-Gao	Bim-Mcl-1	Bim-Bfl-1	Bcl-W Bim block	Mcl1-Bid inh	RGS7-Gao	Bcl-2 Bim block	Bcl-B Bim block
CCOc1cc(NC(=O)c2ccccn2)c(OCC)cc1NC(=O)c1ccccc1
  103	-4	12	102	-4	-6	0	-31	104	-6	-3
COCCN(CC(=O)NCc1ccc(OC)cc1)C(=O)CCC(=O)Nc1nccs1
  96	1	22	95	0	6	7	-1	95	0	0
COc1cccc(/C=N/NC(=O)CC(=O)NCCc2ccccc2)c1OC
  99	-9	22	101	-4	-3	-5	-5	101	-2	-4
O=C(CSc1nnnn1C1CCCCC1)N1CCN(C(=O)c2ccco2)CC1
  98	1	11	98	-3	-3	-1	-8	98	0	-1
CC(C)(C)NS(=O)(=O)c1ccc2c(c1)oc(=O)c1cc(S(=O)(=O)NC(C)(C)C)ccc12
  97	-1	11	98	0	-1	-2	-18	95	-1	0
CCCNC(=O)c1ccc2c(c1)ncn2-c1cc(C)cc(C)c1
  97	-1	14	89	3	8	3	-3	89	4	4
CCNC(=S)NNC(=O)c1cc(-c2cc(C)ccc2C)nc2ccccc12
  102	0	11	103	0	4	0	-154	98	1	-5
COCCNC(=O)C(c1cccs1)N(CCc1ccccc1)C(=O)Cn1nnc2ccccc21 (stereo not drawn)
  101	-12	27	102	-4	-2	-5	-21	102	-6	-8
O=C(COC(=O)c1cccc(S(=O)(=O)NCc2ccccc2)c1)c1ccc2c(c1)OCCO2
  100	-6	15	102	-3	-8	-5	-7	101	-9	-8
COc1ccc(OC)c2c1sc(=NC(=O)c1ccco1)n2C
  92	-2	23	97	0	-11	0	-16	90	-11	-6
O=[N+]([O-])c1cc(Br)c(O)c(/C=N/Nc2nnnn2-c2cccc3ccccc23)c1
  99	-6	13	97	-1	0	-3	66*	94	-2	-2
COC(=O)c1ccc(=O)n(Cc2ccco2)c1
  100	-5	19	99	-3	-15	-1	-9	97	-11	-5
CCc1cccc(CC)c1NC(=O)COC(=O)CCc1cc(OC)c(OC)c(OC)c1
  98	-3	12	102	-4	-3	-2	-4	100	-1	-2
COc1ccc(-c2nnn(CC(=O)N(CCO)C(C(=O)NC3CCCC3)c3ccncc3)n2)cc1 (stereo not drawn)
  109	-2	15	102	-2	-5	-4	-21	105	-1	-1
O=c1oc2ccccc2n1CCCOc1ccccc1
  98	-5	27	104	-1	-6	0	6	99	-7	-7
NNC(=O)c1ccc(CSc2cccc3cccnc23)cc1
  100	-2	12	106	-1	-7	-2	-21	106	-2	-7
COc1cc(CCC(=O)OCC(=O)NC2CCCC(C)C2C)cc(OC)c1OC (stereo not drawn)
  102	-1	16	103	4	-2	0	-3	?	3	-4
COc1ccc(-c2[nH]ncc2N=Nc2cc(C)cc(C)c2)cc1
  102	-2	19	101	-2	-1	-2	20	100	-6	-1
Cc1ccc(S(=O)(=O)NC(CC(=O)O)c2ccccc2)cc1 (stereo not drawn)
  97	-9	25	100	-1	-19	0	19	99	-10	-8
C=CCn1cccc(C(=O)Nc2cc(OC)ccc2OC)c1=O
  102	-2	12	99	-2	-6	0	-16	102	-3	-5
CN(CC(CC(=O)O)c1ccccc1)S(=O)(=O)c1ccc(Br)cc1 (stereo not drawn)
  105	-1	25	101	0	-11	0	-22	106	-7	-5
CCNC(=S)NNC(=O)c1ccccc1OC(F)F
  97	-3	11	100	-4	-7	-1	-31	100	-14	-16
Cc1ccc(NC(=O)c2cc(-c3cccc(O)c3)on2)cc1C
  104	-4	25	106	-3	-11	0	-6	105	-10	-7
CC(C(=O)N=c1sc2ccccc2n1C)N1C(=O)C2CC=CCC2C1=O (stereo not drawn)
  99	-16	45	100	-4	-10	1	-12	99	-6	-8
COc1cc(C=O)ccc1OCc1c(C)noc1C
  103	-5	15	103	0	-12	2	-2	102	-10	-5
OC(CN1CCN(c2ccccc2)CC1)Cn1c2ccccc2c2ccccc21 (stereo not drawn)
  101	-5	24	102	-3	-19	-4	-28	98	-14	-7
CCC1(C)CC(C(CC(=O)O)c2ccc(C)cc2)CCO1 (stereo not drawn)
  98	0	13	100	-1	0	0	-16	95	0	0
CCOc1ccc(C2C=C(c3ccc(F)cc3)Nc3ncnn32)cc1 (stereo not drawn)
  102	0	11	108	0	-9	1	-61	92	-3	-10
Cc1ccc(-c2cc(-c3ccccc3Cl)c(C#N)c(N)n2)o1
  99	0	21	89	1	25	3	28	98	2	-3
C=CCn1c(-c2ccccc2)n[nH]c1=S
  91	1	8	77	24	7	13	-29	93	1	-3
COc1ccc(-c2cc(C)nc3c(-c4ccccc4)cnn23)cc1
  101	-4	11	100	-5	0	-4	-5	94	-3	-5
O=C(c1ccc(F)cc1F)N1CCN(c2n[nH]c(=O)[nH]c2=O)CC1
  98	-3	10	99	0	-2	-1	-39	101	0	-1
Cn1cc(CN2CCCC(CO)(Cc3ccccc3)C2)cn1 (stereo not drawn)
  103	-3	11	104	0	-6	-1	-23	100	0	-5
O=C(COc1ccc(F)cc1)OCCN1CCOCC1
  107	-1	9	100	-2	-2	-5	10	95	-1	-3
CC(C)CCNC(=O)C(c1ccncc1)N(Cc1cccs1)C(=O)Cn1nnc(-c2ccc(F)cc2)n1 (stereo not drawn)
  105	-8	18	105	-4	-1	-4	-19	109	6	-8
